tim23-1 inh: growth inhibitors of tim23-1 mutant yeast, primary screen, luminescence, uHTS; S. cerevisiae tim23-1 growth, BacTiter-Glo luminescence, 24 h; inhibition, % at 20 µM; 1.3% of 330,000 active; AID 463212, 2010;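 active = growth inhibition of the mutant yeast at or above 50%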;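 note: temperature-sensitive mutant grown at 25 °C; plate controls were DMSO-treated mutant yeast for no effect and medium wells lacking yeast for full effect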
XBP1 UPR activ: activators of adaptive XBP1 UPR arm, primary screen, cell-based, CHO-XBP1 luciferase reporter, luminescence, uHTS | IRE1-XBP1 UPR activation; percent of tunicamycin response, DMSO as zero | activation, % at 20 µM | 0.33% of 330,000 active;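 active = versus positive control, 20 µM dose yields 30% or more activation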;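 note: 100% = tunicamycin at 10 µg/mL and 0% = DMSO only wells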
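Material: CHO cell line with stable XBP1 luciferase reporter; schedule: 16-18 h cell attachment at 37 °C, then 6 h compound exposure; signal: glow luminescence from Steady-Glo reagent; medium: serum-containing F12 medium, 10% FBS; benchmarks: tunicamycin 10 µg/mL and vehicle-only wells; read-out: percent activation relative to tunicamycin reference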
TIM10 inh: growth inhibitors of isogenic TIM10 control yeast, primary screen, counter-screen for tim10-1 yeast inhibitor project, luminescence, uHTS; S. cerevisiae TIM10 strain growth, BacTiter-Glo luminescence, 24 h; inhibition, % at 10 µM; 1.4% of 330,000 active; AID 463195, 2010;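 active = inhibition of 40% or more at the single tested concentration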;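 note: wild-type TIM10 isogenic control strain grown at permissive 25 °C; 0% = DMSO yeast wells and 100% = minimal medium wells without yeast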
CXCR6 inh: CXCR6 receptor inhibitors, primary screen, cell-based, beta-arrestin, luminescence, CHO-K1 PathHunter, 1536-well; C-X-C chemokine receptor type 6 (Homo sapiens), O00574; inhibition, % at 20 µM; 0.36% of 360,000 active; in the data active = inhibition above about 34%, passing the limit was not always enough;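 note: antagonist mode with CXCL16 agonist at 10 nM final; 0% = 10 nM CXCL16 with DMSO and 100% = unstimulated wells without agonist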
Target sequence (O00574 whole entry, looked up): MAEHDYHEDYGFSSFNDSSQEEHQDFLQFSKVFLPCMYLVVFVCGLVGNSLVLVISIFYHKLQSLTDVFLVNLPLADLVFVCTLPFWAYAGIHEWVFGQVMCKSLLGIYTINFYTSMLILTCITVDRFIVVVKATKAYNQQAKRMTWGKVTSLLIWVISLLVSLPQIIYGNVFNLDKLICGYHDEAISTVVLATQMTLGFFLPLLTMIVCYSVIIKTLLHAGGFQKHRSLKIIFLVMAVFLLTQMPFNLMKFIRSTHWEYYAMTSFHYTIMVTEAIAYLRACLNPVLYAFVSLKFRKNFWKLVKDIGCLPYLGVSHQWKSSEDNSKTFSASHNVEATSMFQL
UPR CHOP act: activators of apoptotic CHOP UPR arm, primary screen, cell-based, CHO-CHOP luciferase reporter, luminescence, uHTS; UPR activation; percent of tunicamycin response over DMSO baseline; 0.34% of 330,000 active; activation, % at 10 µM; AID 449763, 2010;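 active = at 10 µM dose, activation of 40% or more, normalized to positive control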;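 note: 100% = tunicamycin at 10 µg/mL and 0% = DMSO alone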
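Material: CHO-CHOP cells, stable luciferase reporter of PERK-eIF2a-CHOP signalling; quantity: 500 reporter cells seeded per well; buffer or medium: F12 medium containing 10% fetal bovine serum; compound: one dose, 10 µM in 0.5% DMSO; incubation: 6 h compound treatment, 37 °C; measured by: Steady-Glo luciferase luminescence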
tim10-1 inh: growth inhibitors of tim10-1 mutant yeast, primary screen, luminescence, uHTS. S. cerevisiae tim10-1 ts strain growth, BacTiter-Glo, 24 h. inhibition, % at 20 µM. 2.2% of 330,000 active;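 active = inhibition of at least 40%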;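 note: mutant grown at 25 °C; 0% = DMSO wells with yeast and 100% = wells holding no yeast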
APJ antagonist: antagonists of human apelin receptor APJ, primary screen, CHO-K1 cells, beta-arrestin complementation, luminescence. P35414. inhibition, % at 20 µM. 0.32% of 330,000 active. AID 2521, 2010;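 active = inhibition above about 40% at 20 µM, limit read from the data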;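 note: cells challenged with 10 nM apelin-13 agonist together with compound; plate controls were apelin-13 plus DMSO wells for no effect and DMSO wells lacking apelin-13 for full effect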
Target sequence (P35414 whole entry, looked up): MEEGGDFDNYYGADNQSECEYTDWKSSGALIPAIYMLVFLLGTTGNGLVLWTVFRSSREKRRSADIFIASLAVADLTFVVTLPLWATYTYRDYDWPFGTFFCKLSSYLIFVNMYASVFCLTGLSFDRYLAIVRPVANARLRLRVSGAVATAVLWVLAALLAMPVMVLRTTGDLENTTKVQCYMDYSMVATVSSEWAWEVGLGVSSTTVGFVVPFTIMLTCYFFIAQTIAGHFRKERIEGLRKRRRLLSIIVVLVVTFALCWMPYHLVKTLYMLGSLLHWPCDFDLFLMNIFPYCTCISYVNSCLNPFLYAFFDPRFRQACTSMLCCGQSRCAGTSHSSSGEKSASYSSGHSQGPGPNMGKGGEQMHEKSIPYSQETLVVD
Mdm2-MdmX inh: inhibitors of human Mdm2-MdmX association, primary screen, cell-based, luminescence, split luciferase, SaOS-2, uHTS | Protein Mdm4 (Homo sapiens) + E3 ubiquitin-protein ligase Mdm2 (Homo sapiens), … | SaOS-2 split-luciferase Mdm2/MdmX complementation | inhibition, % at 8 µM | 3% of 330,000 active | AID 485346, 2010;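 active = inhibition of at least 50% at 8 µM in the primary screen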
APJ agonist: agonists of human apelin receptor APJ, primary screen, CHO-K1 cells, PathHunter beta-arrestin, luminescence; activation, % at 20 µM; 0.11% of 330,000 active; AID 2520, 2010; 0% DMSO wells, 100% apelin;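 active = activation more than six SD over the plate average, tested at 20 µM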;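 note: 0% = DMSO alone and 100% = apelin-13 at 10 nM; some results filed as inactive read as strong as hits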
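Test system: CHO-K1 APJ beta-arrestin complementation cell line. Amount: cell density 1000 per well. Controls: DMSO negative, 10 nM Apelin-13 positive. Signal: luminescent beta-gal fragment complementation, chemiluminescent substrate. Read-out basis: agonist-driven arrestin binding to APJ. Timing: compound stimulation 90 min at 25 °C, detection 60 min.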
* marks the source's active call; other numbers are inactive results; nt = not tested or not shown.

SMILES | tim23-1 inh | XBP1 UPR activ | TIM10 inh | CXCR6 inh | UPR CHOP act | tim10-1 inh | APJ antagonist | Mdm2-MdmX inh | APJ agonist
Cc1nn(S(=O)(=O)c2ccc(Br)cc2)c(C)c1S(=O)(=O)N1CCOCC1 | 27 | -7 | 8 | 3 | 0.2 | 9 | -25 | 10 | -1
O=C(CC1C(=O)N(c2ccccc2)C(=O)N1Cc1ccco1)Nc1ccccc1 (stereo unspecified) | 16 | 0 | 6 | 4 | -2.5 | 18 | 9 | 7 | 1
Cc1ccc(-c2nnc(Nc3ccc(C(=O)N(C)C)cc3)c3ccccc23)cc1S(=O)(=O)NC(C)(C)CO | 5 | 0 | -8 | 13 | 0.7 | 12 | 11 | 2 | -1
O=C1OC(c2cccs2)=N/C1=C\c1ccc(-c2cccc(Cl)c2)o1 | 23 | 0 | 37 | 0 | 0.7 | 33 | 7 | 14 | -3
Cc1ccc(S(=O)(=O)Nc2ccc3nc(C)sc3c2)cc1 | -20 | -4 | -1 | 1 | -0.9 | -7 | -10 | 1 | -2
COc1cc(-c2cc(-c3ccc(F)cc3)nc(N)c2C#N)ccc1O | 16 | 8 | 17 | -5 | 1.5 | 20 | -4 | 71* | -1
Cc1cccc(NC(=O)C2C3C=CC4(O3)C2C(=O)N(CCCN2CCCC2)C4C(=O)NC2CCCC(C)C2C)c1 (stereo unspecified) | 3 | -8 | 5 | 11 | 1.4 | -4 | 15 | 8 | 0
O=C(Nc1nc2ccsc2c(=O)s1)C1CCC1 | 33 | 2 | 3 | 3 | 2.4 | -8 | -5 | 2 | -3
COc1ccc(-c2csc(CCn3nc(C)cc3C)n2)cc1OC | 19 | 4 | -3 | 3 | 0.5 | -1 | 5 | -8 | -1
CCc1cc(C(=O)NC2CCCc3c2cnn3-c2cccc(C)c2C)n(C)n1 (stereo unspecified) | 23 | -7 | 16 | nt | 4.9 | 20 | -21 | 9 | 6
Cc1ccc(S(=O)(=O)N2CCCCC2)cc1NC(=O)CSc1ncn[nH]1 | -8 | 0 | -3 | 6 | -0.1 | -4 | 1 | 4 | -3
COc1ccc(NC(=S)NCC2CCCO2)c(OC)c1 (stereo unspecified) | -6 | -2 | -5 | 1 | -1.3 | 2 | 10 | -13 | 1
CC(C)NC(=O)CN1CCC(c2ccccc2)C(O)C1 (stereo unspecified) | 7 | -2 | 15 | 1 | 0.3 | 20 | 12 | 14 | -3
CN(Cc1ccccc1)S(=O)(=O)c1ccc(Cl)c(C(=O)OCC(N)=O)c1 | 11 | -3 | 15 | 2 | 9.6 | 11 | -8 | 8 | -5
CCCCc1c(O)c2ccccc2[nH]c1=O | -7 | -3 | 6 | 0 | -0.9 | 12 | 13 | 38 | -5
O=C(CSc1nnc(CNC(=O)c2ccccc2F)o1)NCCc1ccccc1 | 21 | -2 | 3 | 2 | 0.1 | 21 | -5 | -43 | -2
COC(=O)c1sc(NC(=S)NC(=O)c2ccccc2Cl)nc1C | 7 | -2 | 15 | -19 | 3.6 | -4 | 4 | -58 | -4
CN1CCN(c2nc(-c3ccccc3Cl)nc3ccccc23)CC1 | 4 | -4 | 9 | 1 | 0.7 | 8 | 2 | -17 | -2
Cc1cc(C(F)(F)F)c2c(C)nn(CCc3nn[nH]n3)c2n1 | 7 | 6 | -12 | -12 | -3.7 | 6 | -23 | 15 | -3
Oc1c(CN2CCOCC2)ccc2ccccc12 | 21 | 2 | 17 | -13 | 3.8 | 19 | -48 | -10 | 4
CCCCC(c1nnnn1C1CCCC1)N1CCN(C(=O)c2ccco2)CC1 (stereo unspecified) | 31 | -4 | 18 | 10 | -0.3 | 29 | 6 | 24 | 0
Cc1ccc2c(c1)C(c1ccc(O)cc1)(c1ccc(O)cc1)C(=O)N2C | 1 | 2 | 17 | -1 | -1.6 | 12 | 8 | -1 | -2
Cc1ccc(NC(=O)CCc2ccc(C)o2)c(C)c1 | 4 | -2 | 12 | 13 | 1.9 | 15 | -15 | -5 | 0
Cc1cc(C(=O)Nc2ccccc2)oc(=O)c1 | -17 | 3 | -10 | -3 | 3.0 | -12 | -14 | -18 | 0
COCc1nnc(NC(=O)C2CCN(C(=O)c3ccco3)CC2)s1 | 13 | -2 | -7 | -2 | -1.5 | 14 | 19 | -26 | 1
Cc1c(Cl)cccc1NC(=S)NCCC(c1ccccc1)c1ccccc1 | 4 | -5 | 50* | -7 | 2.0 | 37 | 7 | 45 | 4
CCC(CC)C(=O)c1c[nH]c(C(=O)NCc2cccs2)c1 | 18 | -1 | 12 | 6 | 0.4 | 22 | 13 | 17 | -2
Cc1cc(C(=O)NCc2cccs2)no1 | 5 | 0 | -4 | -6 | -0.6 | -4 | -16 | 11 | -1
O=C1CC(NC(=O)C(F)(F)F)c2cc3c(cc21)OCO3 (stereo unspecified) | 6 | 1 | -1 | -3 | 0.5 | 2 | 0 | 31 | 0
O=c1sc2ccccc2n1CCOc1ccccc1 | 31 | 6 | -14 | 2 | 8.4 | 8 | 1 | -59 | -3
Cc1cc(C)c(S(=O)(=O)/N=C2\C=C(Nc3ccc(C(=O)O)cc3)C(=O)c3ccccc32)c(C)c1 | 60* | -10 | 24 | 29 | 36 | 43* | -8 | 78* | -4
O=C(CNC(=O)c1ccccc1)NCC(c1ccco1)N1CCCC1 (stereo unspecified) | -3 | 1 | -1 | 2 | -0.5 | -9 | 1 | 15 | -2
O=c1oc2c(CN3CCOCC3)c(O)c(Cl)cc2c2c1CCCC2 | 2 | -4 | -4 | -11 | -1.1 | 1 | 7 | -4 | 0
O=C(N/N=C/c1cn(-c2ccccc2)nc1-c1cccs1)c1ccccc1F | 39 | -2 | 27 | 7 | 0.3 | 4 | -7 | 26 | -1
Cc1nc2c(C)cccc2cc1C(=O)N/N=C/c1ccc(O)cc1 | 9 | -3 | 11 | 2 | 0.2 | 10 | -7 | 12 | -2
Cc1cc(C(=O)NNc2ccc(F)cc2F)no1 | -82 | 0 | -3 | -3 | -0.8 | 10 | 1 | 5 | 0
C=CCn1c(SCc2csc(-c3ccc(Cl)cc3)n2)nnc1-c1ccccc1OC | 40 | -1 | 17 | -7 | 1.9 | 37 | -9 | -7 | -4
O=[N+]([O-])c1ccc2nccn2c1 | 3 | 1 | -5 | -2 | -1.1 | 19 | -7 | 4 | 0
Cc1cccc(C2c3[nH]c4ccccc4c3CCN2C(=O)c2ocnc2C)n1 (stereo unspecified) | 16 | -3 | 13 | -2 | -0.6 | 3 | 14 | 1 | -3
CC1c2cc3c(cc2CCN1CC(=O)Nc1ccc(S(=O)(=O)N2CCCC2)cc1)OCCCO3 (stereo unspecified) | 6 | -2 | 13 | 1 | 1.2 | 20 | -18 | 17 | 1
Cc1ccc(-c2csc3nc4cc(C(N)=O)ccc4c(=O)n23)cc1 | 29 | 3 | 16 | 1 | 1.8 | 27 | -13 | -5 | -2
CC(=O)c1ccc(NC(=O)N2C3CCC2CC(O)(c2cccnc2)C3)cc1 (stereo unspecified) | 4 | 0 | 4 | 7 | 0.1 | -5 | 8 | -9 | -2
CC(=O)Nc1ccc(NC(=O)CSc2nc(=O)n3cccc(C)c3n2)cc1 | -17 | -1 | -11 | 2 | 0.5 | -23 | -54 | 18 | -1
CC(C)CSc1nnc2[nH]c(=O)cc(N)n12 | -2 | -1 | -12 | -5 | 2.6 | -1 | 3 | -14 | -3
Cc1cccc(C(C)C)c1NC(=O)CSc1nncn1C | 7 | 2 | -2 | 0 | -1.0 | 8 | -15 | 8 | -1
O=C(CO/N=C/c1ccccc1OC(F)F)NCc1ccco1 | 4 | 0 | -12 | 7 | 1.0 | 8 | 3 | 0 | -2
COC(=O)C[C@H](NC(=O)Cn1cnc(C(=O)Nc2ccc(C)c(C)c2)n1)C(=O)OC | 18 | 0 | -11 | -1 | 3.4 | 0 | nt | 42 | nt
O=C1CC(/C=C/c2ccc([N+](=O)[O-])cc2)=Nc2ccccc2N1 | 26 | 1 | 16 | -1 | 3.8 | 32 | -13 | 53* | 2
COc1ccc(C(=O)CCC(C)(C)[N+](=O)[O-])cc1OC | 0 | 1 | 3 | 5 | -2.9 | -11 | 8 | 8 | -3
NC(=S)N/N=C/c1cc([N+](=O)[O-])ccc1Cl | -7 | 3 | 0 | -1 | -1.2 | -14 | 2 | 2 | -1
O=[N+]([O-])c1ccc(OCn2cncn2)cc1 | 14 | 0 | -2 | 7 | 0.8 | 8 | 6 | -19 | -1
COc1ccc(/C=C2\Sc3ccc(C(=O)NC4CC4)cc3N(C)C2=O)cc1OC | 16 | 1 | 18 | 6 | 0.0 | 2 | 14 | 23 | 2
Cc1cc(NS(=O)(=O)c2ccc(NC(=O)Cc3ccc([N+](=O)[O-])cc3)cc2)nc(C)n1 | 4 | -1 | -12 | -2 | 0.5 | 9 | 7 | -19 | 0
CCOC(=O)c1sc(SC)c2c1CCCC2=O | 8 | -1 | 1 | 3 | -0.2 | 5 | -31 | 3 | -3
COc1ccc(S(=O)(=O)N(C)C)cc1NC(=O)c1ccc2c(c1)OCCO2 | 26 | -2 | 3 | -3 | 0.9 | 11 | -9 | 3 | 1
CC(=O)c1ccc(S(=O)(=O)N(CCCO)Cc2cc3cc(C)ccc3[nH]c2=O)cc1 | 10 | -1 | 10 | -2 | 0.5 | -12 | -2 | 6 | -4
C=CCN(C)NC(=S)Nc1ccccc1 | 1 | -3 | -2 | 1 | -0.3 | -1 | 4 | -3 | 0
CC1CC(C)(C)NC(=O)O1 (stereo unspecified) | 4 | -3 | 4 | 3 | 0.3 | 9 | -1 | -4 | -2

Single records, as listed above.
CCOC(=O)c1sc(SC)c2c1CCCC2=O is entered as tim23-1 inh = 8; XBP1 UPR activ = -1; TIM10 inh = 1; CXCR6 inh = 3; UPR CHOP act = -0.2; tim10-1 inh = 5; APJ antagonist = -31; Mdm2-MdmX inh = 3; APJ agonist = -3
COc1ccc(C(=O)CCC(C)(C)[N+](=O)[O-])cc1OC is entered as tim23-1 inh = 0; XBP1 UPR activ = 1; TIM10 inh = 3; CXCR6 inh = 5; UPR CHOP act = -2.9; tim10-1 inh = -11; APJ antagonist = 8; Mdm2-MdmX inh = 8; APJ agonist = -3

Source: PubChem

These rows are one share of the data (hit frequency here may not be typical).
